Source: PubChem
CCT chaperon mod: modulators of cytosolic chaperonin (CCT/TRiC) activity; purified chaperonin ATPase assay, HTRF ADP detection, 30 min; activity change, % (concentration not given with the values), hits read low; actives 0.3% (n = 360,000); AID 651819; in the data active means activity change below about -30%; further: on the % scale 0 is the no-effect control and ±100 the full control effect
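Enzyme 40 or 20 nM (batch-dependent) in Tris pH 7.4/KCl/MgCl2/DTT; cpd 76 uM single point; ATP 10 uM; 30 min 37 °C; Transcreener ADP HTRF detection, 30 min RT; ratio 665/615.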
S2 tox: reduces viability in counter-screen for ATXN expression inhibitors; S2 cells (HEK-293 line with an ATXN2-luciferase reporter) viability, CellTiter-Fluor protease fluorescence, 24 h; actives 0.49% (n = 400,000); AID 651635; Potency, µM (titrated, usually from 56.7 µM), hits mostly cytotoxic; further: potency means the concentration at half of the fitted maximal effect; nearly all actives have a fitted effect of over 40% in size
Nrf2 inh: blocks Nrf2 signaling; A549 ARE-Fluc reporter, luciferase luminescence, 18-24 h; Potency, µM (series often up to 46 µM), inactives show top-dose activity change, negative = inhibition, hits mostly inhibitors; AID 504444; actives 2.1% (n = 360,000); further: potency means the concentration at half of the fitted maximal effect; on the % scale 0 is the no-effect control and ±100 the full control effect; nearly all actives have a fitted effect of over 60% in size
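Quantitative HTS in A549 cells stably bearing an antioxidant response element-firefly luciferase construct. Inhibition of Nrf2-driven transcription was scored by luminescence after 18-24 h of compound exposure at 37 °C.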
HepG2 viability: kills HepG2 cells in TGF-b inhibitor counter-screen. HepG2 CAGA-GFP viability, ATP luminescence, 18 h. Potency, µM (series often up to 46.1 µM), for inactives: top-dose activity change, negative = cytotoxicity, actives largely listed as cytotoxic. actives 0.76% (n = 410,000). AID 588856; further: potency means the concentration at half of the fitted maximal effect; some results filed as inactive show a strong effect at the top dose
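HepG2 CAGA-GFP cells (1000/well, DMEM with 1% FBS) received compound, then TGF-beta at 500 pg/mL final, and were incubated 18 hours at 37 degrees C. Viability was read by CellTiter-Glo luminescence. Media-only wells were set as complete cell-killing and DMSO as no toxicity.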
pAkt inh: inhibitors of Akt phosphorylation; activity change, % for hits at 50 µM; AID 651550; actives 0.32% (n = 360,000); Neuro2A IGF-stimulated pAkt S473 HTRF, 20 min; stronger effect = lower value; in the data active means activity change below about -80%; inconclusive means mostly about -51% to -80%; further: on the % scale 0 is the no-effect control and ±100 the full control effect
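Single-point screen (50 µM final compound) in Neuro2A cells stimulated 20 min with 6 nM IGF at 37 deg C. After lysis, Ser473-phosphorylated Akt read by HTRF (ex 330 nm, em 615/665 nm) as the 665/615 ratio.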
TGFb SMAD3 inh: blocks TGF-b signaling | HepG2 CAGA-GFP TGF-b/SMAD3 reporter, GFP fluorescence, 18 h; TGF-beta stimulated, 500 pg/mL final | AID 588855 | actives 1.2% (n = 410,000) | Potency, µM (titrated, usually from 46.1 µM), for the others: top-dose activity, negative = inhibition, most hits filed as inhibitors; further: potency means the concentration at half of the fitted maximal effect; on the % scale 0 is the no-effect control and ±100 the full control effect; nearly all actives have a fitted effect of over 65% in size
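Cell-based qHTS in HEPG2 carrying a CAGA-GFP Smad reporter; compounds added before 500 pg/mL final TGF-beta, 18 h incubation at 37 degrees C, GFP fluorescence quantified per cell by imaging cytometry.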
A549 tox: A549 cytotoxicity, counter-screen for Nrf2 inhibitors | A549 ARE-Fluc cells, CellTiter-Fluor viability, 18-24 h | Potency, µM (titrated, usually from 46 µM), inactives show top-dose activity change, negative = cytotoxicity, most hits filed as inhibitors | actives 0.16% (n = 390,000) | AID 504648; further: potency means the concentration at half of the fitted maximal effect; on the % scale 0 is the no-effect control and ±100 the full control effect
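A549 ARE-Fluc cells in 5% FBS OPTI-MEM, 5000 cells/well, rested 2 h then exposed to compounds in concentration-response for 18-24 h at 37 °C. Viability by CellTiter-Fluor fluorescence (Ex 405/Em 525) after 30 min; luciferase luminescence (BugLite, 15 min, RT) read afterwards.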
Nrf2 ARE act: activators of Nrf2 (ARE) signaling | Potency, µM (top dose mostly 46.1 µM), for the others: at the top dose activation, hits mostly activators | AREc32 ARE-luciferase reporter (MCF7-derived line), luminescence, 24 h | AID 624171 | actives 0.31% (n = 410,000); further: potency means the concentration at half of the fitted maximal effect; % of control where 0% means no effect; nearly all actives have a fitted effect of over 65% in size
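ARE activation measured as luciferase luminescence (Steady-Glo, 30 min RT) in AREc32_Fluc cells after 24 hr compound exposure at 37 deg C, 5% CO2; cells seeded overnight at 1000/well in OPTI-MEM, 5% FBS.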
MmCpn inh: inhibitors of Methanococcus maripaludis chaperonin (MmCpn); AID 504842; actives 0.031% (n = 330,000); Potency, µM (series often up to 76.9 µM), without a hit: at the top dose activity, negative = inhibition, usual class: inhibitors; purified Mm-Cpn ATPase, ADP Transcreener TR-FRET; further: potency means the concentration at half of the fitted maximal effect; on the % scale 0 is the no-effect control and ±100 the full control effect; nearly all actives have a fitted effect of over 80% in size
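ATPase read-out: TR-FRET ADP immunoassay (anti-ADP Eu cryptate vs ADP-d2), ex 320 nm, em 590/665 nm; signal drops as ADP forms. Enzyme 25 nM, ATP 10 uM, 30 min at 37°C after 10 min compound preincubation.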
Active calls of the source: *; i = inactive; ? = inconclusive; / = no result given; & = joins results of further samples; ! = not confirmed by another sample; [ ] = another dose, or the depositor's remark. Unless noted, the call rests on the fitted dose curve; in most records, active means well fitted curve in the direction sought with a large enough effect; inconclusive means small, poorly fitted or top-dose-only effect, or another doubt; inactive means no such curve, though single readings can be large; an effect the other way counts as inactive or inconclusive.

SMILES	CCT chaperon mod	S2 tox	Nrf2 inh	HepG2 viability	pAkt inh	TGFb SMAD3 inh	A549 tox	Nrf2 ARE act	MmCpn inh
COc1ccc(N2CCN(CC(=O)Nc3ccc(C)cc3Br)CC2)cc1	0.4	i	3%	-1%	i	?	2%	0.1%	/
CCOc1ccc(-c2noc(=O)[nH]2)cc1	-1.0	i	2%	8%	i	-10%	-7%	-0.8%	2%
COc1ccc(NC(=O)c2c(-c3c(Cl)cccc3Cl)noc2C)c(OC)c1	1.5	i	?	-4%	i	3%	1%	-0.3%	0%
CC(NC(=O)OCc1ccccc1)C(=O)NCC1CCCO1 (stereo unspecified)	-0.8	?	5%	-10%	i	-4%	-9%	-0.2%	2%
COc1cc(OC)c(N2CC(C(=O)NCCC3=CCCCC3)CC2=O)cc1Cl (stereo unspecified)	-0.1	?	7%	-17%	i	-26%	4%	2.2%	1%
O=S(=O)(NNC(=S)Nc1ccc(S(=O)(=O)Nc2ncccn2)cc1)c1ccc(Br)cc1	1.0	i	1%	8%	i	-16%	-3%	0.3%	1%
COc1cc(/C=C2/C(=O)N(c3ccc([N+](=O)[O-])cc3)N=C2N2CCOCC2)ccc1O	-18	i	-3%	2%	i	1%	-12%	2.1%	-2%
C/C(=N\NC(=O)c1ccc(NS(=O)(=O)c2cccs2)cc1)c1ccc2c(c1)OCO2	4.1	i	?	-1%	i	-7%	0%	2.5%	1%
O=C(NCC1(N2CCCCC2)CCCCC1)c1cccc(S(=O)(=O)Nc2ccc(F)cc2)c1	-0.6	i	5%	-27%	i	1%	-10%	-0.5%	-4%
CC(=O)c1ccc(C(=O)Nc2nnc(-c3ccc(Cl)cc3)o2)cc1	-0.1	i	?	-4%	i	3%	-12%	-0.2%	-2%
COC(=O)C(C(=O)OC)C(CC(=O)c1ccc(C)cc1)c1cc(OC)c(OC)c(OC)c1 (stereo unspecified)	-1.2	i	1%	-10%	i	19%	-3%	1.3%	-2%
N/C(=N\OC(=O)COc1cc(Cl)c(Cl)cc1Cl)c1ccccn1	-3.8	i	?	-18%	i	-8%	6%	4.0%	0%
COc1ccc2nc(NC(=O)c3cc(=O)c4ccccc4o3)sc2c1	/	i	?	5%	/	26%	-8%	4.1%	/
O=C1CC(c2ccsc2)Sc2ccccc2N1 (stereo unspecified)	-0.8	?	-3%	4%	i	-4%	-5%	19%	0%
Brc1ccccc1-c1nnc2sc(Cc3ccccc3)nn12	-0.9	i	6%	-15%	i	-5%	?	0.3%	4%
C/C(CC(=O)Nc1c(C)cc(C)cc1C)=N\NC(=O)Cc1ccccc1	-0.6	i	?	14%	i	-1%	8%	-0.3%	-9%
N#CC(C#N)=C1NC2(CCCCC2)Cc2ccccc21	1.3	i	-9%	43%	i	33%[activator]	-19%	-0.1%	0%
COc1cc(-c2nc3cc(C)ccn3c2NC2CCCCC2)ccc1-c1ccc(C(C)=O)cc1	-3.3	i	?	-10%	i	?	-13%	-0.2%	-1%
O=C(COc1ccccc1)Nc1cccc2c1CCCC2	-3.3	i	-12%	-12%	i	-4%	-1%	-0.5%	4%
O=S(=O)(c1ccc(F)cc1)N1CCN(S(=O)(=O)c2ccc3c(c2)OCCO3)CC1	/	i	-1%&-14%	9%	/	2%	-4%&-1%	0.4%	2%
O=C(O)CSCNC(=O)C12CC3CC(CC(C3)C1)C2	-0.3	i	10%	-23%	i	0%	-4%	-0.1%	1%
CC(C)NC(=S)N/N=C/c1ccc(C(C)(C)C)cc1	0.5	i	-5%	-4%	i	?	5%	5.1%	0%
COc1ccc(Cl)cc1NC(=O)COC(=O)c1ccc(C)o1	1.4	/	?	-14%	i	17%	13%	-0.9%	1%
COc1cccc(C(=O)C[n+]2cccc3cc(OC)ccc32)c1	-3.8	i	14%	1%	i	-3%	1%	-0.9%	-7%
COc1ccc(NC(=O)NC(C)c2ccc3c(c2)OCO3)c(OC)c1 (stereo unspecified)	-3.4	i	4%	-9%	i	2%	-2%	-0.7%	1%

3 records picked at random from the list so far:
SMILES	CCT chaperon mod	S2 tox	Nrf2 inh	HepG2 viability	pAkt inh	TGFb SMAD3 inh	A549 tox	Nrf2 ARE act	MmCpn inh
O=C(O)CSCNC(=O)C12CC3CC(CC(C3)C1)C2	-0.3	i	10%	-23%	i	0%	-4%	-0.1%	1%
O=C(NCC1(N2CCCCC2)CCCCC1)c1cccc(S(=O)(=O)Nc2ccc(F)cc2)c1	-0.6	i	5%	-27%	i	1%	-10%	-0.5%	-4%
CC(C)NC(=S)N/N=C/c1ccc(C(C)(C)C)cc1	0.5	i	-5%	-4%	i	?	5%	5.1%	0%

Other records follow.
SMILES	CCT chaperon mod	S2 tox	Nrf2 inh	HepG2 viability	pAkt inh	TGFb SMAD3 inh	A549 tox	Nrf2 ARE act	MmCpn inh
COc1ccccc1OCC(=O)NNC(=O)Nc1ccccc1	-0.9	i	11%	25%	i	6%	6%	0.0%	/
CC(=O)N1CCc2cc(Br)cc(S(=O)(=O)N3CCN(c4ccccn4)CC3)c21	0.8	i	2%	-2%	i	3%	-6%	-0.2%	0%
CC(=O)N1CC(C)Sc2ccc(S(=O)(=O)NC(C)c3ccccc3)cc21 (stereo unspecified)	-1.1	i	?	-35%	i	-29%	0%	0.1%	2%
CC(=O)Nc1ccc(NC(=O)CSc2ccc([N+](=O)[O-])cn2)cc1	-8.8	i	-24%	-2%	i	-5%	0%	0.1%	0%
CCCCOC(=O)c1ccc(NC(=S)NC(=O)c2ccco2)cc1	-1.5	i	14%	-25%	i	0%	2%	-0.4%	0%
O=C(CN1CCN(C(=O)c2cccc(S(=O)(=O)N3CCCC3)c2)CC1)Nc1ccc(F)cc1	-12	i	-9%	-43%	i	-28%	-2%	-0.2%	1%
Cc1cc(OC(C)C(=O)NCCCn2ccnc2)c2c(C)cc(=O)oc2c1 (stereo unspecified)	0.6	i	9%	0%	i	3%	10%	-0.2%	-2%
COc1cccc(OC)c1C(=O)Nc1sc2c(c1C(N)=O)CCCC2	-2.4	i	-17%	32%	i	3%	-15%	0.0%	/
CC1=C(C(=O)OCc2ccccc2)C(/C=C/c2ccccc2)NC(=S)N1 (stereo unspecified)	-1.8	i	?	21%	i	?	0%	0.5%	-2%
CCOC(=O)C1CCN(C(=O)c2cc3cc(Br)ccc3oc2=O)CC1	-0.8	i	14%	-11%	i	7%	4%	0.2%	-1%
O=C(c1ccc(Cl)cc1)c1cccc(O)c1	1.3	i	12%	-7%	i	?	1%	3.7%	/
CC(C)(C)NC(=O)CN(Cc1cccs1)C(=O)CN1C(=O)C(=O)c2ccccc21	-3.3	i	-7%	-5%	i	-19%	3%	-0.3%	2%
COc1ccc(N(CC(=O)Nc2ccccc2C(=O)N2CCCC2)S(=O)(=O)c2ccccc2)cc1	-0.7	i	6%	-4%	i	10%	1%	2.1%	-4%
CN(C(=O)COC(=O)c1cc(=O)[nH]c2ccccc12)c1c(N)n(Cc2ccccc2)c(=O)[nH]c1=O	-0.4	i	4%	5%	i	5%	-4%	-0.8%	0%
COc1ccc(C)cc1Nc1cc(C)nc2nc(C)nn12	-0.3	i	8%	20%	i	12%	-6%	2.0%	-1%
COc1ccc(CN(C(=S)Nc2ccccc2)C2CC(=O)N(c3ccc(Cl)cc3)C2=O)cc1 (stereo unspecified)	-1.1	i	?	1%	i	?	?	2.1%	-1%
N#Cc1cc2c(nc1SCC1COc3ccccc3O1)CCC2 (stereo unspecified)	-0.8	i	?	-23%	i	-6%	6%	12%	-4%
O=C1CN(c2ccc(Cl)cc2)C(=O)CN1NC(=S)Nc1ccc(Cl)cc1	0.6	i	5%	0%	i	15%	-1%	-0.2%	-2%
COc1cc(CN2CCN(C(=O)c3ccccc3F)CC2)cc(OC)c1OC	-0.4	i	-13%	-1%	i	-2%	0%	-0.5%	1%
CC(C)(C)c1ccc(NC(=O)c2cc(C3CCCN(C(=O)CCc4ccccc4)C3)on2)cc1 (stereo unspecified)	-3.6	?	/	-21%	i	28%	/	3.7%	/
CC(C)(C)OC1NS(=O)(=O)OCC1NCOC(Cl)(Cl)Cl (stereo unspecified)	-0.6	i	-2%	-1%	i	-4%	-3%	6.6%	-1%
CC(=O)c1nc2ccccc2n1S(=O)(=O)c1ccc(C)cc1	-0.7	i	-2%	0%	i	0%	4%	-0.6%	0%
CCOc1cc(C(=O)NCc2ccc(C)cc2)ccc1OCC(=O)N1CCOCC1	1.2	i	-9%	-5%	i	-3%	-7%	-0.5%	1%
COc1ccc(C)cc1C(=O)CCC(=O)Nc1ccccc1N1CCOCC1	1.8	i	0%	-3%	i	2%	-1%	-0.8%	1%
O=C(CN1CCN(CC(=O)Nc2ccccc2F)CC1)Nc1ccc(Cl)c(C(F)(F)F)c1	/	?	/	-66%	/	-10%	-12%	0.7%	/
COc1cc(NC(=O)[C@@H]2CCCN(S(=O)(=O)c3cccc4cccnc34)C2)cc(OC)c1OC	0.6	?	-8%	0%	i	-14%	-8%	4.0%	0%
O=C(C1CCN(c2ncnc3c2nc2n3CCCCC2)CC1)N1CCN(c2ccc(F)cc2)CC1	1.5	/	18µM*!	-1%&2%	/	?	7%&-12%	2.2%&-0.5%	-2%
COc1ccc(CCCN2CCC(CN3CCNC(=O)C3=O)CC2)cc1OC	-0.9	i	3%	-2%	i	-3%	-3%	0.5%	/
CCN(CC)c1ncnc2c1ncn2[C@H]1CN(Cc2ccncc2)C[C@@H](CO)O1	2.6	i	/	7%	i	26%	/	1.1%	/
Cn1nnc(NC(=O)CSc2ccc(Cl)cc2)n1	1.0	i	0%	10%	i	7%	-10%	0.5%	2%
